# Screens (PubChem)
# RGS4 act: potentiators or activators of RGS4; B-score at 10 µM; AID 463111; HEK293 M3R/inducible RGS4, carbachol calcium flux Fluo4; hits give low values; 310,000 tested, 0.92% active;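 active = B-score of the integrated calcium signal more than 4 SD below the library mean, with starting fluorescence not abnormally high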;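 note: negative B-score means reduced calcium response which marks RGS4 activation or potentiation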
#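 Material: Inducible-RGS4 HEK293 cells carrying M3 receptor; also added: carbachol at ECmax as muscarinic agonist stimulus; incubation: compound preincubation 20 min at room temperature before agonist; signal: Fluo4-AM (2 µM) calcium-flux fluorescence, kinetic read; measure: integrated calcium ratio converted to B score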
# Platelet DG rel: modulates dense granule release in human platelets; human platelet-rich plasma, SFLLRN dense granule ATP release, luminescence; inhibition, %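 (compounds screened at 7.5 µM in platelet-rich plasma)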; 300,000 tested, 0.22% active;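 active = mean replicate score, as percent of positive control, at or above 50; inconclusive = mean below 50 but at least one replicate at or above 50; inactive = mean and every replicate below 50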
# TRPC6 activator: mouse TRPC6 channel activation; Q61143; HEK293-TRPC6 membrane potential dye fluorescence; hits give high values; B-score at 10 µM; 310,000 tested, 0.13% active; AID 2550;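 active = B-score of the integrated fluorescence ratio above library mean plus 3 SD, and starting fluorescence ratio within library mean plus 5 SD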;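 note: higher score means more depolarization so channel activation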
# RGS4 inh: inhibitors of human RGS4; P49798; HEK293 M3R/RGS4 inducible, Fluo-4 calcium flux; hits give high values; triggered by carbachol at its EC20; B-score at 10 µM; 310,000 tested, 0.45% active; AID 463165;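 active = B-score, a plate-corrected calcium signal, over three deviations above library mean, with baseline fluorescence within five deviations of library mean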;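 note: RGS4 expression induced by doxycycline in cells with stable M3 receptor; B-score is computed from the integrated fluorescence ratio over baseline after carbachol; higher B-score means a larger calcium signal and so more RGS4 inhibition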
# Target sequence (P49798 whole entry, looked up): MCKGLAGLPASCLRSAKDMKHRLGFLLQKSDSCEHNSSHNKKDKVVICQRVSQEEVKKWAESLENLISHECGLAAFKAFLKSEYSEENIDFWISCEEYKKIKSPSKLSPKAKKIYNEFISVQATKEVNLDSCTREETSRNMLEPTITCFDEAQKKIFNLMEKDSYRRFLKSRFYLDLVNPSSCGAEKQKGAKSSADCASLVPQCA
# TRPC6 inhibitor: inhibitors of mouse TRPC6 channel | HEK293-TRPC6, membrane potential dye, ACh-evoked depolarization; hits give low values | B-score at 10 µM | 310,000 tested, 1.1% active;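 active = B-score under library mean minus 3 SD, initial fluorescence not abnormally high, positive integrated signal ratio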;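 note: B-score derived from integrated fluorescence ratio over the kinetic read; more negative B-score means stronger inhibition of depolarization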
# TRPC4 block: inhibitors of mouse TRPC4 channel; 300,000 tested, 0.39% active; AID 2247; B-score at 10 µM; Q9QUQ5; HEK293 TRPC4beta/mu-opioid, DAMGO-evoked Fluo4 calcium flux; hits give low values;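 active = B-score over 3 SD under the library average, no early fluorescence shift, positive overall ratio signal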
#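 Assay system: TRPC4beta/mu-opioid receptor HEK293 cell line; compound dosing: single concentration per test compound; detection: Fluo4 Ca2+ flux fluorescence; evaluation: per-well B score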
# MrgX1 antagonist: human MrgX1 receptor antagonism, primary screen; 310,000 tested, 1.3% active; B-score at 10 µM; MRGX1-HEK293 calcium flux, Fluo-4, BAM8-22 antagonism; hits give low values; Q96LB2;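 active = calcium-response B-score plate-corrected more than 3 library SD below zero, starting fluorescence within 5 deviations, no agonist response on first addition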;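 note: peak minus trough fluorescence over baseline after final BAM8-22 challenge near maximal dose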
# Target sequence (Q96LB2 whole entry, looked up): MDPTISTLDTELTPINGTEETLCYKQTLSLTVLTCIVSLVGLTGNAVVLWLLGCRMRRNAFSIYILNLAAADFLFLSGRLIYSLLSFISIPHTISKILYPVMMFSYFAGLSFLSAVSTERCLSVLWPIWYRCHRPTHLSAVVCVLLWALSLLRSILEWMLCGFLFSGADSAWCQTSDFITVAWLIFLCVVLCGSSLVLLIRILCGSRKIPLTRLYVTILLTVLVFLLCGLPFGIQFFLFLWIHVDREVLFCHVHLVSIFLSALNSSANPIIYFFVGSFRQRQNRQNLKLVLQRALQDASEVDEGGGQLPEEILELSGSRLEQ
# MrgX1 allo act: human MrgX1 positive allosteric modulation, primary screen; Q96LB2; MrgX1-HEK293, Fluo-4 calcium flux, FDSS; hits give high values; B-score at 10 µM; 310,000 tested, 0.63% active;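 active = plate-corrected calcium response at least 3 library SD above typical, normal starting fluorescence, not activating the receptor alone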;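 note: compound read alongside a low EC10 to EC30 dose of BAM8-22 agonist; peak minus trough fluorescence over baseline measured at the second addition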
# HIF act: HIF pathway transcriptional activation; 300,000 tested, 0.32% active; U2OS HRE-luciferase reporter, luminescence; normalized: DMSO 0%, desferrioxamine 100%; activation, % at 7.5 µM (by protocol);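 active = mean activation of at least 10% of the iron chelator positive control signal, with at least half of replicates also reaching 10%; inconclusive = mean and replicate majority disagree about reaching 10%; inactive = mean and most replicates under 10%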
# SKKanGAS inh: blocks kanamycin growth of S. pyogenes SKKanGAS strain | BacTiter-Glo, 6 h | inhibition, % at 7.5 µM | 300,000 tested, 1.3% active | AID 1662;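 active = mean replicate score, as percent of positive control median, at least 50; inconclusive = mean below 50 but one replicate at or above 50; inactive = mean and every replicate below 50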;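 note: strain carries kanamycin resistance gene driven by streptokinase promoter and grows in 40 µg/ml kanamycin; loss of luminescence reflects streptokinase promoter inhibition or plain growth inhibition; 0% = median of DMSO wells and 100% = positive control at its reference dose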
# MrgX1 agonist: activates human MrgX1 receptor signaling; Q96LB2; MrgX1-HEK293 cells, Fluo-4 calcium fluorescence, agonist mode; hits give high values; B-score at 10 µM; 310,000 tested, 0.44% active;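 active = calcium response B-score plate-corrected fluorescence ratio at least 3 library SD, with starting fluorescence B-score inside 5 SD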
#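 Test system: HEK293 cells stably expressing human MrgX1 receptor; amount: 15,000 cells per well; doses: compound delivered in addition one of three; times: overnight plating before 1 h dye loading; detection: Fluo-4 NW calcium-flux fluorescence, kinetic read; read-out basis: B-scored fluorescence response ratio; controls: positive and negative controls per plate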
# * marks the source's active call; other numbers are inactive results; i = inactive; ? = inconclusive; . = no result given.
canonical_smiles,RGS4 act,Platelet DG rel,TRPC6 activator,RGS4 inh,TRPC6 inhibitor,TRPC4 block,MrgX1 antagonist,MrgX1 allo act,HIF act,SKKanGAS inh,MrgX1 agonist
Cc1nc(CSc2nc3[nH]ncc3c(=O)n2-c2ccccc2)cs1,i,-5,i,i,i,i,i,i,-0.2,2,i
CC(C)(C)[C@H]1C=C(C(=O)N2CCN(Cc3ccc4c(c3)OCO4)CC2)O[C@@H](OCCCCO)C1,i,18,i,i,i,i,i,i,1.0,4,i
O=C(Nc1ccnc(-c2cccnc2)n1)c1ccc(F)cc1,i,-7,i,i,i,i,i,i,0.1,-10,i
O=C(O)CN=CC1=C(O)CC(c2ccccc2)CC1=O (centres undefined),i,-5,i,i,i,i,i,i,-36,-4,i
CCn1c(=N)n(CC(=O)c2ccc(OC)cc2)c2ccccc21,i,-15,i,i,i,i,i,i,0.1,-2,i
CSc1nc(NC(C)=O)nc(C)c1Br,i,-8,i,i,i,i,i,i,-0.4,-2,i
COCCNC(=O)C(c1ccc(F)cc1)N(C(=O)CCC(=O)Nc1nccs1)c1ccc(C)cc1 (centres undefined),i,4,i,i,i,i,i,i,0.3,11,i
O=C(Nc1ccc(S(=O)(=O)NC2=NCCCCC2)cc1)c1ccc(C(F)(F)F)cc1,i,-6,i,i,i,i,i,i,-0.2,-7,i
C/C(=N\NC(=S)Nc1ccc(C)cc1)c1cc2ccccc2o1,i,-2,i,i,i,i,i,i,-0.1,44,i
COc1cccc(-c2[nH]nc3c2C(c2ccoc2)C(C#N)=C(N)O3)c1 (centres undefined),i,1,i,i,i,i,i,i,0.5,9,i
O=C(/C=C/c1ccco1)Nc1ccc2c(c1)OCO2,i,3,i,i,i,i,i,i,4.6,0,i
CN1CC2=Cc3ccccc3OC23Oc2ccccc2C=C3C1,i,-4,i,i,i,i,i,i,0.3,4,i
COc1ccc(Cl)cc1C(=O)NNC1CC(=O)N(Cc2ccc(Cl)cc2)C1=O (centres undefined),i,5,i,i,i,i,i,i,-0.7,2,i
CN1CCc2c1nc1ccccc1c2NC(=O)CN1CCCC1,i,-11,i,i,-6.5*,i,i,i,-0.6,-4,i
O=C1CCC/C1=C/Nc1cccc(F)c1,i,-17,i,i,i,i,i,i,-0.5,5,i
CC(C)CCn1c(SCCc2ccccc2)nc2c1c(=O)[nH]c(=O)n2C,i,-4,i,i,i,i,i,i,0.1,9,i
O=C1OC(c2ccccc2)/C(=C(/O)c2ccccc2)C1=O (centres undefined),i,-6,i,i,i,i,i,i,0.2,-15,i
Cc1ncc([N+](=O)[O-])n1CC(=O)Nc1ccc(Cl)cc1,i,1,i,i,i,i,i,i,0.3,0,i
C=CCn1c(SCC(=O)NC2CC2)nnc1-c1cccs1,i,3,i,i,i,i,i,i,0.3,-3,i
CCNC(=O)c1cc2c(=O)n3cccc(C)c3nc2n(CCc2ccccc2)c1=N,i,-4,i,i,-7.4*,i,i,i,0.5,-2,i
Cn1c(CN2CCCCC2)c(C#N)c2ccccc21,i,1,i,i,i,i,i,i,-0.2,3,i
CCO[C@H]1OC(C(=O)Nc2ccccc2)=C[C@@H](C2CC2)[C@@H]1CCCO,i,0,i,i,i,i,i,i,1.0,1,i
O=C(Cc1ccc([N+](=O)[O-])cc1)NCc1ccccc1Cl,i,-13,i,i,i,i,i,i,-0.1,-6,i
CN(CCC1CCCCO1)C(=O)CCc1nnc(CCCCc2ccccc2)o1 (centres undefined),i,-9,i,i,i,i,i,i,0.6,-2,i
O=C(NCCN1CCN(c2ccccc2)CC1)c1cccn2c(=O)c3ccccc3nc12,i,7,i,i,i,i,i,i,0.6,2,i
CCOc1ccc(CC(=O)Nc2ccc(S(=O)(=O)N3CCCC3)cc2)cc1,i,-1,i,i,i,i,i,i,-0.1,5,i
CCN(CC)CCOC(=O)C(Cc1ccco1)Cc1cccc2ccccc12 (centres undefined),i,4,i,i,i,i,i,i,?,0,i
CCc1nc(N)c(C#N)c(-c2cccn2C)c1C,i,-6,i,i,i,i,i,i,-0.6,3,i
CCCCCOc1ccc(N2C(=O)CC(N(O)c3ccccc3)C2=O)cc1 (centres undefined),i,0,i,i,i,i,i,i,0.2,6,i
O=C(COC(=O)Cc1cccs1)Nc1ccccc1,i,7,i,i,i,i,i,i,-0.3,-2,i

# For convenience, three of the compounds above:
canonical_smiles,RGS4 act,Platelet DG rel,TRPC6 activator,RGS4 inh,TRPC6 inhibitor,TRPC4 block,MrgX1 antagonist,MrgX1 allo act,HIF act,SKKanGAS inh,MrgX1 agonist
CCc1nc(N)c(C#N)c(-c2cccn2C)c1C,i,-6,i,i,i,i,i,i,-0.6,3,i
CCCCCOc1ccc(N2C(=O)CC(N(O)c3ccccc3)C2=O)cc1 (centres undefined),i,0,i,i,i,i,i,i,0.2,6,i
O=C(COC(=O)Cc1cccs1)Nc1ccccc1,i,7,i,i,i,i,i,i,-0.3,-2,i

# (cont.)
canonical_smiles,RGS4 act,Platelet DG rel,TRPC6 activator,RGS4 inh,TRPC6 inhibitor,TRPC4 block,MrgX1 antagonist,MrgX1 allo act,HIF act,SKKanGAS inh,MrgX1 agonist
O=C(CCCC(=O)c1ccccc1)Nc1ccc(F)cc1,i,1,i,i,i,i,i,i,0.3,-6,i
CCOc1ccc(CN(C)C(C)C(=O)Nc2ccc([N+](=O)[O-])cc2Cl)cc1OC (centres undefined),i,-28,i,i,i,i,i,i,0.0,-5,i
O=C(/C=C/c1cccc(Br)c1)NC1CCN(Cc2ccccc2)CC1,i,20,i,i,i,i,i,i,-3.2,3,i
CN1CCN(S(=O)(=O)c2ccc(Cl)cc2)CC1,i,-18,i,i,i,i,i,i,-30,9,i
COc1cc(C)c(S(=O)(=O)NC2CC(C)(C)NC(C)(C)C2)cc1C,i,-3,i,i,i,i,-8.3*,i,1.5,1,i
COCCCn1c(SCC(=O)NC(C)C)nnc1-c1ccccc1,i,-8,i,i,i,i,i,i,0.2,-2,i
COC(=O)Nc1cc(C)n(-c2ccccc2)n1,i,-4,i,i,i,i,i,i,-0.2,-2,i
Cc1oc2c(c1C(=O)NCc1cc(C(=O)O)co1)CCCC2,i,-1,i,i,i,i,i,i,0.4,0,i
c1ccc(-c2nnc(SCc3nc4ccccc4[nH]3)n2Cc2ccco2)nc1,i,-7,i,i,i,i,i,i,0.0,-1,i
O=C1CC(c2ccco2)CC(O)=C1C=Nc1cc(Cl)cc(Cl)c1 (centres undefined),i,-4,i,i,i,i,i,i,-0.4,0,i
Cn1c(C(=O)O)c(CC(=O)N2CCC(Cc3ccccc3)CC2)c2ccccc21,i,6,i,i,i,i,i,i,0.0,10,i
O=C(c1cc2ccccc2oc1=O)N(Cc1ccco1)C1CCS(=O)(=O)C1 (centres undefined),i,9,i,i,i,.,i,i,1.7,5,i
O=C(c1ccc(Cl)s1)N1CCOCC1,i,3,i,i,i,i,i,i,0.5,13,i
COc1cccc(-c2nn(C)c3sc(C(=O)N4CCOCC4)cc23)c1,i,-16,i,i,i,i,i,i,-0.3,-8,i
COc1cccc(CC(=O)OCC(=O)N(C)CC(=O)Nc2ccc(F)cc2)c1,i,-16,i,i,i,i,i,i,0.2,-3,i
Cc1ccccc1N(C(=O)CCC(=O)Nc1ccccn1)C(C(=O)NC(C)C)c1ccc(F)cc1 (centres undefined),i,-3,i,i,i,i,i,i,-1.5,-1,i
COc1ccc(OC)c(N/C=C/C(=O)c2ccccc2)c1,i,83*,i,i,i,i,i,i,-1.9,-4,i
COC(=O)C(CCCCNC(=O)c1ccc([N+](=O)[O-])cc1)NC(=O)c1ccc([N+](=O)[O-])cc1 (centres undefined),i,6,i,i,i,i,i,i,0.5,-2,i
CSC(=S)N/N=C/c1ccc(Br)cc1,i,6,i,i,i,i,i,i,0.7,-2,i
O=[N+]([O-])c1c(C(Cl)Cl)nn(-c2ccccc2)c1N1CCCC1,i,-5,i,i,i,i,i,i,-0.6,6,i
CCc1nc2sc(C(=O)O)c(N)c2c2c1CCCC2,i,9,i,i,i,i,i,i,0.1,9,i
CCOC(=O)CC(=O)c1sc2c(c1N)c(=O)[nH]c(=O)n2-c1ccc(OC)cc1,i,0,i,i,i,i,i,i,-0.3,10,i
Cc1cc(C(F)(F)F)n2nc(C(=O)O)c(Cl)c2n1,i,7,i,i,i,i,i,i,0.0,2,i
Cc1ccccc1Cc1c(C)nc2c(C(=O)NCc3ccco3)cnn2c1C,i,2,i,i,i,i,i,i,-0.2,5,i
Cn1c(CNC(=O)Nc2cccc(Cl)c2)nnc1SCc1ccccc1,i,-1,i,i,i,i,i,i,-1.9,1,i
C=CCc1ccccc1OCCNCCCOC,i,0,i,i,i,i,i,i,0.9,2,i
C=CCn1cc(C(=O)NCCOC)c(=O)c2cc(S(=O)(=O)N(CC)CC)ccc21,i,-11,i,i,i,i,i,i,-0.6,0,i
COC(=O)COc1cc(OCC(=O)OC)c2c(C)c(Cl)c(=O)oc2c1,i,-1,i,i,i,i,i,i,-0.9,0,i
NC(=O)Cn1cc(C(=O)COc2ccccc2)c2ccccc21,i,5,i,i,i,i,i,i,-0.1,4,i
CC(C)(C)C1CCC(=NNC(=O)C(=O)NC2CCCCC2)CC1 (centres undefined),i,-7,i,i,i,i,i,i,0.2,2,i
CCn1c(SCc2ccc(F)cc2)nc2c(c1=O)SCC2,i,-2,i,i,i,i,i,i,-1.0,4,i
O=C(COc1ccccc1Cl)NC(=O)NC1CCCCC1,i,2,i,i,i,i,i,i,1.6,-1,i
O=C(NC1(C(F)(F)F)OCCO1)c1ccc(F)cc1,i,11,i,i,i,i,i,i,-1.2,-8,i
O=C(O)c1cc([N+](=O)[O-])ccc1NCCc1ccccc1,i,-4,i,i,i,i,i,i,-0.4,5,i
